HIV fusion peptide: cell-free HIV fusion peptide-binding blockers – biochemical, uHTS, fluorescence dequenching, primary screen (AID 1986) | 290,000 tested, 0.3% active | cell-free peptide binding, fluorescence dequenching, 30 min; higher % means a stronger effect | inhibition, % at 20 µM, or IC50 in µM where a hit was titrated; in the data active = inhibition mostly above about 52%, no sharp cut-off; inactive = mostly below about 76%; note: some results filed as inactive read as strong as hits
Yfh1-depleted yeast: mitochondrial function rescue without frataxin homolog – Friedreich's ataxia, plus single-dose screen, dose response (AID 1465). S. cerevisiae Yfh1-off respiration, WST-1 reduction, 72 h; higher fold induction means a stronger effect. fold induction at 50 µM; hits with a dose series show EC50 in µM. 220,000 tested, 0.074% active;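 active = fold induction of absorbance versus untreated yeast above a set limit, then at least 30% activation at any dose in follow-up; inconclusive = repeats straddling the limit, or above it without dose testing; inactive = fold induction below the set limit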;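 note: activators that raise dye reduction in frataxin-depleted yeast; strong numbers were not always called active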
NOD1 inhibition: NOD1 signaling inhibitors, primary screen, cell-based, luminescence, uHTS (AID 1578). NOD1-driven NF-kB luciferase reporter cells, luminescence; higher % means a stronger effect. inhibition, % at 4 µM, or EC50 in µM where a hit was titrated. 290,000 tested, 1% active; in the data active = inhibition mostly above about 36%, no sharp cut-off; inactive = mostly below about 34%;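 note: HEK-293T reporter cells stimulated with the NOD1 agonist gamma-tri-DAP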
KOR beta-arrestin-1: kappa opioid receptor blockers – cell-based, luminescence, uHTS (AID 1778) | one-dose inhibition, % at 10 µM; IC50 in µM for titrated hits | 290,000 tested, 0.091% active | KOR beta-arrestin recruitment, luminescence, antagonist mode; higher % means a stronger effect; note: strong numbers were not always called active
West Nile virus CPE: inhibition of WNV-induced cytopathic effect – cell-based, CPE readout (AID 1621) | West Nile virus-infected cells, CPE inhibition; higher % means a stronger effect | CPE inhibition, % at 10 µM; hits with a dose series show IC50 in µM | 290,000 tested, 0.02% active; in the data active = a potency from the dose series; inconclusive = CPE inhibition mostly from about 3.7% at the one dose, without a potency; inactive = the rest, 99 in 100 with CPE inhibition below about 2.2%; note: strong numbers were not always called active
AID2073: inhibitors of Mint1-CaV2.2 protein interaction, biochemical, HTRF (AID 2073); HTRF protein-protein interaction, Mint1-CaV2.2; higher % means a stronger effect; inhibition, % at 20 µM; hits with a dose series show IC50 in µM; 290,000 tested, 0.19% active; in the data active = inhibition mostly above about 51%, no sharp cut-off; inconclusive = no clear call, values can overlap the other calls; inactive = mostly below about 53%; note: some results filed as inactive read as strong as hits
NOD2 inhibition: NOD2 signaling inhibitors, cell-based, luminescence, uHTS, HEK293 (AID 1566) | HEK293 NOD2/NF-kB luciferase reporter, luminescence; higher % means a stronger effect | inhibition, % at 4 µM; hits with a dose series show EC50 in µM | 290,000 tested, 0.63% active; note: many of its hits are not listed in these tables
KOR beta-arrestin-2: KOR agonists, beta-arrestin recruitment, primary screen, cell-based, luminescence, uHTS (AID 1777); 280,000 tested, 0.02% active; one-dose activation, % at 10 µM; EC50 in µM for titrated hits; KOR beta-arrestin recruitment, luminescence; higher % means a stronger effect; in the data active = activation above about 50%, passing the limit was not always enough; note: a part of the inactive calls stands beside numbers as strong as those of hits
Dengue-2 NS5 capping: flavivirus cap methylation enzyme inhibition – biochemical, confirmation dose response, primary screen (AID 588689); Dengue-2 NS5 methyltransferase capping enzyme assay, biochemical; higher % means a stronger effect; inhibition, % at 25 µM, or IC50 in µM where a hit was titrated; 340,000 tested, 0.3% active; in the data active = a potency from the dose series; inconclusive = inhibition above about 29% without an active follow-up result
Dengue-2 NS5 capping pilot replicate: also measured in Dengue-2 NS5 capping; calls as there; inhibition, %; measured here: pilot screen replicate inhibition
Active calls of the source: *; i = inactive; u = inconclusive; x = no result given; [ ] = another dose, or the depositor's remark. Cut-off read from the data, not from the text of the source, unless noted: active = inhibition above about 50%; inactive = the rest.

SMILES	HIV fusion peptide	Yfh1-depleted yeast	NOD1 inhibition	KOR beta-arrestin-1	West Nile virus CPE	AID2073	NOD2 inhibition	KOR beta-arrestin-2	Dengue-2 NS5 capping	others
O=C(Nc1cnn(Cc2ccccc2)c1)c1cc2nc(-c3ccco3)cc(C(F)(F)F)n2n1	-0.2%	i	-78%	9%	0.1%	7%	-6%	-0.6%	3%
CC(C)C1COC(c2cccn2Cc2ccccc2Cl)=N1 (configuration not stated)	1.4%	i	-11%	10%	-0.1%	1%	7%	-4.2%	1%
OC1CCCN(Cc2ccc3c(c2)Cc2ccccc2-3)C1 (configuration not stated)	-1.4%	i	3%	-10%	0.0%	0%	-15%	2.2%	-4%
CCC(=O)Nc1ccc(NC(=O)c2cc3ccccc3o2)c(OC)c1	5.9%	x	-33%	-52%[20 µM]	-1.6%	2%	5%	1.8%	-4%
O=C(Cn1cnc2c(cnn2-c2ccc(F)cc2)c1=O)N1CCN(c2ccccc2F)CC1	1.3%	i	4%	2%	0.2%	0%	3%	-0.6%	6%
CC(=O)/C(N=Nc1ccc(C(=O)O)cc1)=C(\C)O	-2.7%	i	-7%	-5%	0.3%	-4%	-5%	x	-8%
CCCN(CCC)C(=O)Cc1ccc(F)cc1	-0.4%	i	-24%	3%	-0.2%	22%	-2%	-2.8%	-5%
CC(=O)c1ccc(OCCCC(=O)OCc2nnc(-c3ccc(Cl)cc3)o2)cc1	-2.1%	i	-19%	-6%	0.1%	-12%	4%	6.2%	4%	Dengue-2 NS5 capping pilot replicate=-2.7
CCN(CC)S(=O)(=O)c1ccc(S(=O)(=O)Nc2ccc3c(c2)oc2ccccc23)cc1	1.7%	i	3%	-9%	-0.9%	6%	-15%	0.9%	-1%	Dengue-2 NS5 capping pilot replicate=-1.4
COc1cccc2c1cc1c(=O)n(CC(=O)N3CCCCCC3)nc(C)n12	-0.3%	x	-16%	-16%	-0.3%	4%	7%	4.5%	-2%
CCOC(=O)C1(Cc2cccc(F)c2)CCN(C(=O)C2CCC2)CC1	0.0%	i	-18%	-3%[20 µM]	-1.3%	0%	-2%	2.0%	-13%
O=C(C1CC(=O)N(c2ccc(F)cc2)C1)N1CCCCCC1 (configuration not stated)	0.9%	x	0%	-27%	-0.4%	-4%	-4%	3.4%	7%
C/C(=N\NC(=O)c1nnn(-c2nonc2N)c1-c1cccs1)c1cccc(O)c1	3.2%	x	16%	-30%	0.1%	6%	19%	52%	-2%
CCOC(=O)N1CCC(c2cc(=O)n3[nH]c(-c4ccccc4)cc3n2)CC1	2.8%	i	-17%	-5%	-0.1%	6%	-2%	-3.9%	3%
Cc1ccn2c(Nc3ccccc3)c(-c3ccccn3)nc2c1	-2.6%	i	-29%	21%	u	21%	-126%	0.6%	-4%
Cc1cccc(OCC(=O)N2CCN(S(C)(=O)=O)CC2)c1	1.7%	i	-36%	2%[20 µM]	-0.2%	0%	-6%	-5.3%	0%
O=C(COc1ccc([N+](=O)[O-])cc1)NNC(=O)Nc1ccc([N+](=O)[O-])cc1	0.0%	x	-25%	6%	-1.3%	-1%	-12%	1.3%	-6%
CCn1nnc(NC(=O)CSc2ccc(Cl)cc2)n1	0.5%	i	-6%	20%	0.3%	1%	-19%	-3.7%	1%
Cc1ccc(C)c(NC(=O)C2CC3CCC2C3)c1 (configuration not stated)	1.1%	x	-12%	-64%[20 µM]	-0.8%	-10%	2%	2.6%	-15%
COc1ccc(-n2ncc3c(=O)n(CC(=O)N(C(C)C)C(C)C)cnc32)cc1	0.7%	x	-1%	-49%[20 µM]	-0.9%	7%	13%	-3.6%	-3%	Dengue-2 NS5 capping pilot replicate=-1.8
CCNCCOC(c1ccccc1)c1ccccc1	1.1%	i	-36%	29%	-0.4%	-5%	-4%	-3.9%	-5%	Dengue-2 NS5 capping pilot replicate=-2.9
CCCCCCc1cc2cc(S(=O)(=O)c3ccc(F)cc3)c(=O)oc2cc1O	9.5%	i	47%	6%	-1.1%	-3%	38%	-2.6%	-4%
CCOc1ccc(OCc2ccc(C(=O)NCc3cccnc3)o2)cc1	-2.5%	i	3%	-9%	-0.5%	-7%	7%	-1.8%	-10%
CC(=O)Nc1sc2c(c1C#N)CC(C)(C)NC2(C)C	-0.6%	i	18%	-6%	-0.6%	4%	16%	-1.9%	-13%
CCSc1nc(C)c(CCOc2cccc(C)c2)c(=O)[nH]1	-0.5%	i	-10%	12%	-0.5%	-5%	8%	-0.6%	3%
(continued)
SMILES	HIV fusion peptide	Yfh1-depleted yeast	NOD1 inhibition	KOR beta-arrestin-1	West Nile virus CPE	AID2073	NOD2 inhibition	KOR beta-arrestin-2	Dengue-2 NS5 capping	others
CCc1ccc(/C=C2/SC(=S)N(CCCC(=O)Nc3ccccc3C(=O)O)C2=O)cc1	x	x	29%	-29%	-0.8%	15%	20%	-3.7%	31µM*
C=CCn1c(Cc2cccs2)nnc1SCC(=O)Nc1ccc(OC)cc1	-4.6%	i	15%	13%	-0.3%	-5%	10%	2.2%	-2%
O=C(NCCc1ccccc1F)C1CCC(=O)N(Cc2ccccc2F)C1 (configuration not stated)	2.6%	x	-36%	16%	1.3%	-3%	-10%	0.4%	-7%
Cc1ccc(NC(=O)C(=O)NCCc2c[nH]c3ccccc23)c(C)c1	4.0%	i	-31%	-18%	-0.3%	7%	-24%	3.5%	0%
CCC(=O)N1N=C(c2ccc(C)o2)CC1c1ccc(N(C)C)cc1 (configuration not stated)	-0.8%	i	-24%	5%	0.2%	17%	-15%	-0.4%	-11%
Cc1ccccc1NC(=O)Nc1nnc(Cc2ccc([N+](=O)[O-])cc2)s1	1.2%	i	-33%	-1%	-0.1%	6%	-27%	-0.1%	7%
O=C1SCCC1NS(=O)(=O)c1ccccc1[N+](=O)[O-] (configuration not stated)	-2.3%	i	-22%	-14%	0.6%	-32%	16%	1.3%	5%
COCCNC(=O)c1ccc2c(c1)ncn2-c1ccc(C)c(Cl)c1	0.3%	x	-4%	23%	0.0%	9%	-62%	-0.8%	3%
CC1CCc2sc(C(=O)OC(C)C(=O)Nc3ncc(Cl)cc3Cl)cc2C1 (configuration not stated)	0.6%	i	59%	-9%	0.7%	6%	-1%	24%	x
COc1ccccc1Nc1nc(N)nc(CN(C)C2CCCCC2)n1	-0.3%	i	-20%	0%	-0.2%	-7%	-8%	-0.5%	-12%
C/C(=N\NC(=O)c1cc(-c2ccncc2)nc2ccccc12)c1ccc(OC(F)F)cc1	5.1%	i	-20%	2%	-0.9%	15%	5%	-1.5%	-1%
CC(O)CN(C)CC/C=C1/c2ccccc2CSc2ccccc21 (configuration not stated)	-1.0%	i	-13%	-30%	1.1%	4%	-11%	4.6%	4%
COc1ccc2cc(C#N)c(N3CCN(Cc4nnnn4CCC(C)C)CC3)nc2c1	3.3%	i	12%	9%	-0.3%	14%	-3%	2.5%	-4%
CCCc1nc2ccccc2c(C(=O)OCC(=O)Nc2ccc(S(=O)(=O)N3CCOCC3)cc2)c1CC	3.4%	i	10%	7%	0.8%	16%	-130%	1.6%	-2%
O=C(CCn1cnc2ccccc2c1=O)Nc1ccc(Cl)c(Cl)c1	-0.4%	i	-2%	x	0.4%	6%	-24%	-0.3%	1%
O=C(CN1CCN(c2ccccn2)CC1)Nc1cccc(S(=O)(=O)N2CCOCC2)c1	1.4%	i	-6%	-8%	0.1%	11%	-5%	3.2%	-7%
CN(C)c1ccc(NC(=S)c2ccc3ccccc3n2)cc1	-2.8%	x	-26%	-24%	0.0%	-17%	-32%	0.1%	12%
CC(C)[C@H](N)c1nnc(SCc2ccc(Cl)cc2)o1	-3.1%	i	-5%	-23%	0.2%	-3%	6%	3.7%	-5%	Dengue-2 NS5 capping pilot replicate=-2.1
C=CCNC(=S)NNC(=O)Cn1c(-c2ccccc2)cc(=O)n2ncnc12	-2.5%	i	-4%	9%	1.0%	1%	7%	0.7%	-2%
CCCOc1ccc(C(=O)Nc2cc(-c3nn4c(C)nnc4s3)ccc2C)cc1	-2.1%	i	-12%	-13%	-0.1%	-2%	-16%	6.2%	-4%
COc1ccc(C(=O)O)cc1S(=O)(=O)NCCCN1CCCC1=O	1.0%	i	-11%	22%	0.0%	-10%	14%	-6.5%	x
COc1ccc(-c2csc(NC(=O)c3ccccc3F)n2)cc1	0.1%	x	-28%	-32%[20 µM]	-0.6%	13%	-5%	-4.0%	-6%
Cc1nnc(NC(=O)c2ccc3ccccc3c2)s1	-0.1%	x	-76%	-14%	-0.5%	6%	-47%	0.4%	3%
CCCOC(=O)c1ccc(NC(=O)c2nc3nc(C)cc(C)n3n2)cc1	-0.7%	i	-25%	-26%	-0.7%	12%	4%	0.4%	-6%
Cn1cc(/C=C/c2cc[n+](C)cc2)c2cc(F)ccc21	164%	x	5%	-4%	0.5%	15%	49%	-3.6%	u

Among those listed so far, three have a COOH group.
SMILES	HIV fusion peptide	Yfh1-depleted yeast	NOD1 inhibition	KOR beta-arrestin-1	West Nile virus CPE	AID2073	NOD2 inhibition	KOR beta-arrestin-2	Dengue-2 NS5 capping	others
CC(=O)/C(N=Nc1ccc(C(=O)O)cc1)=C(\C)O	-2.7%	i	-7%	-5%	0.3%	-4%	-5%	x	-8%
CCc1ccc(/C=C2/SC(=S)N(CCCC(=O)Nc3ccccc3C(=O)O)C2=O)cc1	x	x	29%	-29%	-0.8%	15%	20%	-3.7%	31µM*
COc1ccc(C(=O)O)cc1S(=O)(=O)NCCCN1CCCC1=O	1.0%	i	-11%	22%	0.0%	-10%	14%	-6.5%	x

(listing goes on)
SMILES	HIV fusion peptide	Yfh1-depleted yeast	NOD1 inhibition	KOR beta-arrestin-1	West Nile virus CPE	AID2073	NOD2 inhibition	KOR beta-arrestin-2	Dengue-2 NS5 capping	others
Cc1ccccc1C(=O)OC1OC(=O)C(Cl)=C1N1CCOCC1 (configuration not stated)	0.9%	i	25%	8%	-0.2%	4%	-13%	0.0%	-5%
CCC(=O)NC(=S)Nc1ccc(Cl)cn1	-2.1%	i	1%	22%	0.2%	-8%	3%	0.4%	1%
COc1ccc(-c2[nH]ncc2CN(C)Cc2nonc2C)c(OC)c1	0.6%	i	-9%	-9%	-0.5%	-1%	5%	-6.7%	0%
O=C(/C=C/c1c(F)cccc1Cl)N1CCc2ccccc2C1	3.4%	x	-14%	-14%[20 µM]	-1.9%	3%	-20%	-5.1%	-7%
COc1ccc(Cl)cc1NC(=O)CSc1nnc(C)c(=O)n1N	-0.7%	x	-14%	20%	-0.2%	2%	10%	-3.4%	-3%
Cc1ccc(S(=O)(=O)N(C)C)cc1NC(=O)/C=C/c1cccs1	-0.9%	i	-10%	16%	-1.6%	3%	8%	7.2%	2%
Cc1ccc(-n2ncc3c(SCC(=O)Nc4cc(C)on4)ncnc32)c(C)c1	0.9%	i	2%	-12%	-0.5%	24%	4%	2.1%	-7%
CC1(c2ccc3noc(-c4ccc(F)cc4)c3c2)OCCO1	3.9%	i	8%	-13%	-0.2%	12%	17%	1.2%	13%
CCC(Sc1ncccn1)C(=O)Nc1cc(C)on1 (configuration not stated)	3.9%	i	-39%	-8%	0.3%	2%	-11%	-1.7%	-1%
O=C(NCCc1ccccc1)c1cc2ncc(Br)cn2n1	0.4%	i	-28%	30%	0.8%	2%	-64%	1.5%	-4%
COc1cc(OC)c(S(=O)(=O)NC(C)C)cc1C(=O)O	0.0%	i	1%	-7%	0.2%	-3%	3%	-0.3%	-2%

Screening results from PubChem.

This is a subset; the hit share may differ from the screen's.
